# Screens deposited in PubChem BioAssay by several laboratories.
# LMPTP inh: blocks human LMPTP phosphatase; recombinant LMPTP-A, OMFP fluorogenic substrate, fluorescence intensity; inhibition, % at 20 µM; 360,000 compounds, 0.22% hits; AID 651560;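 active = compounds that cut the enzyme signal by at least half of the control window in the single-dose screen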;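 note: plate controls were DMSO wells with enzyme plus substrate for no effect and substrate without enzyme for full effect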
# Target sequence (P24666 whole entry, looked up): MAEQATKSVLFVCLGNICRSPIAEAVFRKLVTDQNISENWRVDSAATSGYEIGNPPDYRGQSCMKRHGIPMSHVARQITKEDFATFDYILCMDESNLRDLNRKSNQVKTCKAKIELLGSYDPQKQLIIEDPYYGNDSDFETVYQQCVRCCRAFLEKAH
#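 Material: LMPTP-A; amount: 0.625 nM enzyme; doses: single 20 µM dose; times: reaction 50 min, room temperature, dark; technique: fluorescence intensity of OMFP turnover product; benchmarks: no-enzyme and uninhibited controls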
# Scp-1 inhibitor: inhibitors of human Scp-1 phosphatase; Recombinant Scp1, phosphopeptide, malachite green phosphate absorbance; inhibition, % at 20 µM; 340,000 compounds, 0.88% hits; AID 493091;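 active = inhibition above about 50% at 20 µM, limit read from the data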;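 note: plate controls were DMSO wells with enzyme for no effect and wells lacking enzyme for full effect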
# Target sequence (Q9GZU7 76-261 limits assumed): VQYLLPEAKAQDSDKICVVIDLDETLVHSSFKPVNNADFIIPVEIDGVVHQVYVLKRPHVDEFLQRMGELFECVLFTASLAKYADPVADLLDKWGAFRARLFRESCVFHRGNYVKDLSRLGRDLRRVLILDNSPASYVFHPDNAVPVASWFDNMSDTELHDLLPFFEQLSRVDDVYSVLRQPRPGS
#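 Material: truncated SCP-1 phosphatase (76-261aa) / Buffer or medium: 50 mM Tris acetate pH 5.5, 0.005% Tween-20, 10 mM MgCl2 / Compound dosing: one concentration, 20 µM, with 1.0% DMSO / Incubation: 45 min room-temperature reaction, 5 min colour, 30 min stabiliser / Detection: colorimetric free-phosphate detection, absorbance 630 nm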
# SUMO1 PPI mod: modulators of human SUMO1-mediated protein-protein interactions. SUMO1 binding to a labelled peptide, TR-FRET, 1 h. inhibition, % at 20 µM. 360,000 compounds, 0.33% hits; in the data active = inhibition above about 37%
# Target sequence (P63165 whole entry, looked up): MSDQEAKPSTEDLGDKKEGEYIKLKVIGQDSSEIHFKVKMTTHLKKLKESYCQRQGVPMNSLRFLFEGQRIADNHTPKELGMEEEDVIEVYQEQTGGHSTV
# Rpn11 inh: Rpn11 (human) deubiquitinase inhibition. human 26S proteasome, Ub4-pepOG fluorescence polarization; 20S core pre-blocked with epoxomicin. calls only at 20 µM. 360,000 compounds, 0.59% hits;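 active = inhibition at 20 µM, scaled to each plate's controls, above about 33%, limit read from the data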
# CSN inh: inhibitors of human CSN-mediated cullin deneddylation; Purified CSN, SCF-Nedd8-OG deneddylation, fluorescence polarization; inhibition, % at 12.5 µM; AID 651999; Q92905; 360,000 compounds, 0.38% hits;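 active = pattern-corrected inhibition above about 35%, with an unprinted fluorescence ratio check between 0.5 and 1.5, limit read from the data, passing the limit was not always enough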;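 note: 0% = enzyme with substrate and 100% = substrate without enzyme; some results filed as inactive read as strong as hits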
#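 test system = HEK293T-derived human Csn5 enzyme | amount = 0.24 nM Csn5 enzyme, final concentration | medium = Tris/NaCl/DTT buffer, pH 7.5 | schedule = 90 min reaction at room temperature | signal = FP | evaluation = inhibition of Csn5 cleavage, % | compound dosing = single dose of 12.5 µM compound with 0.25% DMSO | probe or stimulus = 10 nM SCFSkp2-Nedd8OG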
# Tb MetRS inh: blocks T. brucei methionyl-tRNA synthetase activity; purified T. brucei MetRS, ATP depletion, Kinase-Glo luminescence; 360,000 compounds, 0.4% hits; inhibition, % at 11.9 µM;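 active = inhibition above a per-plate cutoff of the control wells' mean inhibition plus 3 SD, cut at about 5.5% in these data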;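 note: 0% = DMSO wells median and 100% = median of wells with control inhibitor compound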
#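 Assay system: T. brucei methionyl-tRNA synthetase, purified | Medium: HEPES buffer with MgCl2, KCl, DTT, spermine, BSA, pyrophosphatase | Compound: 11.9 µM single point | Incubation: 15 min enzyme-compound preincubation, 2 h reaction, 10 min detection, 25 °C | Measured by: Kinase-Glo luciferase luminescence reporting remaining unconsumed ATP | Measure: % inhibition normalized to control-well medians | Replication: Singlicate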
# MLLE-PAM2 inh: inhibitors of microRNA-mediated deadenylation, human PABP1 MLLE binding. 360,000 compounds, 0.36% hits. inhibition, % at 20 µM. GST-MLLE / FITC-PAM2 fluorescence polarization. AID 588489. P11940; in the data active = inhibition above about 35%, passing the limit was not always enough;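 note: plate controls were DMSO wells with GST-MLLE for no effect and wells lacking GST-MLLE protein for full effect; some results filed as inactive read as strong as hits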
# DNMT1 block: blocks human DNA methyltransferase DNMT1; P26358; DNMT1 molecular beacon, Hinp1I cleavage, fluorescence; inhibition (reported as % activation of signal), % at 10 µM; 360,000 compounds, 0.83% hits; in the data active = inhibition above about 50%
# STEP block: blocks human striatal-enriched tyrosine phosphatase. recombinant STEP, OMFP fluorogenic substrate, fluorescence. inhibition, % at 20 µM. 360,000 compounds, 0.25% hits. AID 588621;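 active = inhibition at 20 µM, scaled per plate between control wells, above about 37%, limit read from the data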;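 note: 0% = DMSO with enzyme and substrate and 100% = substrate only without enzyme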
# Target sequence (P54829 whole entry, looked up): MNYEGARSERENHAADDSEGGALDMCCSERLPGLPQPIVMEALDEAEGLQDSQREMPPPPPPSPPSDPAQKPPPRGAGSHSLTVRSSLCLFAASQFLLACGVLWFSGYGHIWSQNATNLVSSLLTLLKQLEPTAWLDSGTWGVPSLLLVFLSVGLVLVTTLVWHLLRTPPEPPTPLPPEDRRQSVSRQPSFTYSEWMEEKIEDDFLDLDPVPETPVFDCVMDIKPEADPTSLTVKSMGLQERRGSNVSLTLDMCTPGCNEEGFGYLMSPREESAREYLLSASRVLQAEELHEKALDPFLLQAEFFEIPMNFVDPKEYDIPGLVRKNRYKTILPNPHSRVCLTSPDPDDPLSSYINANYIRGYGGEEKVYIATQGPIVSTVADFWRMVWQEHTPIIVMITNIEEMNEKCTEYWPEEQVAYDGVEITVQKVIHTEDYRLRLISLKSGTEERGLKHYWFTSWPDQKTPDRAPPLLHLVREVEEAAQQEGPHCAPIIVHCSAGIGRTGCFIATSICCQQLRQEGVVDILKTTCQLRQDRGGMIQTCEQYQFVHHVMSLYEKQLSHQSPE
#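 Also added – OMFP at 25 µM · Test system – STEP tyrosine phosphatase · Technique – FITC-channel fluorescence of OMFP product · Schedule – 20 min at room temperature, dark · Evaluation – control-normalized % inhibition with plate pattern correction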
# NadD inh: blocks S. aureus nicotinate mononucleotide adenylyltransferase; purified NadD enzyme, colorimetric absorbance read-out; 360,000 compounds, 0.78% hits; inhibition, % at 20 µM; AID 602399; in the data active = inhibition above about 26%; note: some compounds past the cut are filed as inactive
# * marks the source's active call; other numbers are inactive results; i = inactive; nt = no result given.
SMILES,LMPTP inh,Scp-1 inhibitor,SUMO1 PPI mod,Rpn11 inh,CSN inh,Tb MetRS inh,MLLE-PAM2 inh,DNMT1 block,STEP block,NadD inh
CC1(C(=O)N2CCN(c3ccc([N+](=O)[O-])cc3)CC2)CC1(Cl)Cl (stereo not drawn),2.0,-10.3,-25.5,i,4.9,1.1,-7.9,-0.9,-0.4,-9.2
O=C(CSc1nnc(CN2CCCC2)n1-c1ccc(F)cc1)c1ccc2c(c1)OCO2,2.1,-0.6,2.7,i,4.2,-0.5,-51.2,-0.4,-3.3,0.4
CCc1cc2c3c(c1)C(C)CC(C)(C)N3C(=O)C2=O (stereo not drawn),0.1,-9.3,-26.7,i,-3.7,-0.2,0.7,10.5,4.6,-1.3
O=C(NCCCN1CCC(Cc2ccccc2)CC1)C1CC(=O)N(C2CCCC2)C1 (stereo not drawn),-1.2,-1.6,3.6,i,1.4,0.1,-0.3,-4.9,0.4,-0.9
O=C(Nc1ccc(Cl)cc1)c1ccc2c(c1)OCO2,0.8,-10.0,0.1,i,9.1,0.2,2.8,3.5,-0.6,-11.1
CCOC(=O)C1(CCc2ccccc2)CCN(Cc2cc(OC)c(OC)cc2OC)CC1,-0.8,-2.2,4.9,i,-1.7,-0.5,8.0,-4.3,1.3,-5.5
CNC(=S)Nc1ccc(C23CC4CC(CC(C4)C2)C3)cc1,1.1,-3.7,2.0,i,5.2,-0.2,-13.7,-5.5,-1.6,-1.8
CCCC(=O)N1CCC1(C)C(=O)Nc1ccc(C)cc1 (stereo not drawn),-1.6,nt,2.8,i,-0.7,0.2,1.2,7.8,-1.4,1.4
Cc1ccc(C(=O)/C=C/c2ccco2)c(O)c1,2.0,-11.7,-12.9,i,9.0,-0.1,-14.5,-2.1,-1.3,-4.2
Cc1ccc(-c2nn(-c3ccc(F)cc3)cc2C(=O)N(C)CC(=O)Nc2ccc(N3CCOCC3)cc2)cc1,1.9,-0.8,3.7,i,-1.7,0.0,-24.6,-7.9,-0.7,0.6
CCCc1[nH]nc2c1C(c1ccc(OC(=O)N3CCOCC3)c(OC)c1)C(C#N)=C(N)O2 (stereo not drawn),-0.6,-5.2,-0.8,i,-1.1,-0.3,16.1,-3.0,-0.7,2.3
CCN1CCN(c2nc(-c3cccs3)nc3ccccc23)CC1,-0.4,-11.8,-2.1,i,-9.7,-0.7,3.4,10.7,3.1,-3.7
COC(CSc1nc(N)c2c3c(sc2n1)CN(C)CC3)OC,-1.3,-7.1,-15.0,i,1.8,1.8,-14.5,-7.5,-0.9,-5.2
CCn1c(SCc2nc3ccccc3nc2C)nnc1-c1cccs1,0.2,-2.2,0.6,i,1.1,0.4,1.7,1.1,-13.7,1.9
Cc1ccc(Cc2c(-c3ccccc3)nc3cc(C)ccn23)cc1,3.2,nt,2.7,i,0.5,-0.4,-0.9,8.5,4.1,0.8

# Single records, from the list above. Values in the order: LMPTP inh	Scp-1 inhibitor	SUMO1 PPI mod	Rpn11 inh	CSN inh	Tb MetRS inh	MLLE-PAM2 inh	DNMT1 block	STEP block	NadD inh
# Profile of `Cc1ccc(C(=O)/C=C/c2ccco2)c(O)c1` = 2.0	-11.7	-12.9	i	9.0	-0.1	-14.5	-2.1	-1.3	-4.2
# Profile of `CNC(=S)Nc1ccc(C23CC4CC(CC(C4)C2)C3)cc1` = 1.1	-3.7	2.0	i	5.2	-0.2	-13.7	-5.5	-1.6	-1.8
# Profile of `CCn1c(SCc2nc3ccccc3nc2C)nnc1-c1cccs1` = 0.2	-2.2	0.6	i	1.1	0.4	1.7	1.1	-13.7	1.9
# Profile of `CCCc1[nH]nc2c1C(c1ccc(OC(=O)N3CCOCC3)c(OC)c1)C(C#N)=C(N)O2` (stereo not drawn) = -0.6	-5.2	-0.8	i	-1.1	-0.3	16.1	-3.0	-0.7	2.3

# Continued:
SMILES,LMPTP inh,Scp-1 inhibitor,SUMO1 PPI mod,Rpn11 inh,CSN inh,Tb MetRS inh,MLLE-PAM2 inh,DNMT1 block,STEP block,NadD inh
CSc1nc(Cl)c(Cc2ccc(OC(C)C)cc2)c(N2CCOCC2)n1,4.4,-1.6,-3.9,i,-3.4,-0.1,-8.5,-0.1,3.5,6.6
COc1ccc(/C=C2\SC(=O)N(CCC(=O)N3CCCCC3CCO)C2=O)cc1 (stereo not drawn),1.5,-7.5,-35.2,i,-2.2,-0.2,-1.9,-2.6,-2.4,-5.1
Cc1cc(C)n(-c2ccc(C(=O)NCC(c3ccco3)N3CCCC3)cc2)n1 (stereo not drawn),-0.1,0.7,-4.2,i,0.4,-0.3,-0.8,-1.8,0.3,-5.2
O=C(COC(=O)C12CC3CC(CC(O)(C3)C1)C2)N1CCN(S(=O)(=O)c2ccc(Cl)cc2)CC1,-0.1,-8.1,-0.3,i,1.5,-0.2,-23.6,-1.7,0.3,-1.9
COc1ccc(CN2CCN(c3ccccc3OC)CC2)cc1OC,-0.9,0.4,-4.8,i,0.8,-1.2,-11.4,66.6*,91.1*,-9.1
CCn1c(COc2cccc(C)c2)nnc1SCC(=O)NC1CCCC1,0.5,-15.1,-3.9,i,0.4,0.0,2.9,1.2,-0.1,-3.6
CCOc1ccc(CN(C)C(=O)c2cc(S(=O)(=O)N3CCCC3)ccc2C)cc1,-1.0,-5.7,-0.1,i,-3.4,0.0,8.1,3.3,0.0,0.4
COc1ccccc1OCC(=O)Nn1c(=S)[nH]c2ncccc2c1=O,-1.8,-2.1,-2.9,i,-0.4,-0.2,43.7*,-6.7,-3.4,1.3
Cc1ccc(S(=O)(=O)N/N=C\c2cn(CC(N)=O)c3ccccc23)cc1,-0.6,-1.8,-6.9,i,-3.1,-0.2,-35.2,0.9,-3.9,-3.0
COC(=O)CC1=C(C(=O)OC)C(c2cc(OC)c(OC)cc2OC)C(C#N)=C(N)O1 (stereo not drawn),-0.1,-1.1,-10.1,i,0.0,-0.5,1.1,3.2,-0.2,4.5
CCOC(=O)c1c(C)n(C)c2ccc(OCC(O)Cn3nc(C)cc3C)cc12 (stereo not drawn),0.2,-6.8,3.3,i,3.6,-0.4,2.5,-5.3,4.0,-7.0
C/C(=N/NS(=O)(=O)c1ccc(C)cc1)c1cccc(NC(=O)c2cccc(Cl)c2)c1,1.4,-10.3,4.8,i,2.9,-1.0,9.8,-10.6,-5.5,7.3
Cc1ccc(NC(=O)NC(=O)N(c2ccccc2)S(C)(=O)=O)cc1,-0.8,-7.8,1.4,i,-8.7,-0.3,7.6,-1.8,1.0,-1.7
CC(=O)c1cn(C2OC(CO)C3OC(C)(C)OC32)c(=O)n(C)c1=O (stereo not drawn),-1.0,-3.6,3.3,i,2.2,-0.6,-0.2,1.3,-3.7,1.7
Cc1cc(C(=O)NNC(=O)c2ccc(C)c([N+](=O)[O-])c2)c(C)o1,-0.7,-5.8,-11.8,i,2.2,-0.3,6.3,-1.3,-2.2,-6.0
COc1ccc(C[C@@H]2CN3C(=NC[C@@H]3C)N2C[C@H](C)NC(=O)c2ccc(C)c(Br)c2)cc1,-0.3,6.4,9.8,i,-4.2,0.6,3.9,18.8,-3.4,-2.9
COC(=O)C1CCN(C(=O)CN2C(=O)NC(CCc3ccccc3)C2=O)CC1 (stereo not drawn),-0.5,-4.5,0.1,i,0.4,-0.6,12.8,2.4,-1.4,4.0
CC1=NN=C(c2ccccc2)C(c2c[nH]c3ccccc23)N1O (stereo not drawn),-0.9,-10.1,-17.5,i,3.9,-0.5,3.8,2.3,0.5,-1.6
Cc1noc(C)c1S(=O)(=O)Nc1ccc2c(c1)C(=O)N([C@H](C)CO)C[C@H](C)[C@@H](CN(C)C(=O)Nc1ccc3c(c1)OCO3)O2,-0.7,76.4*,0.5,i,5.4,-1.8,-25.6,12.3,-3.0,5.7
CCN(CC)S(=O)(=O)c1ccc(N2CCOCC2)c(NC(=O)c2cc(Cl)c3c(c2)OCO3)c1,1.8,-4.8,-3.4,i,-0.7,-0.3,12.0,-8.4,1.1,6.1
CCOc1cc(C(=O)Nc2cnccn2)cc(OCC)c1OCC,0.2,-6.1,0.3,i,2.8,-0.2,5.1,-2.9,0.7,-3.9
COc1ccc(-c2c(C(=O)c3ccc(Br)cc3)[nH]c(N)c2C(=O)c2ccccc2)cc1OC,0.6,nt,-1.0,nt,-0.5,-0.2,nt,nt,nt,6.6
N#Cc1cc2c(=O)n3ccccc3nc2n(CCCN2CCOCC2)c1=O,-1.1,-5.5,-22.2,i,-2.8,-0.4,9.5,4.2,1.7,0.5
O=S(=O)(c1ccc(Cl)c(NC(=S)Nc2ccccc2N2CCOCC2)c1)N1CCOCC1,-0.6,-2.7,6.8,i,5.4,-0.4,21.1,0.9,3.5,2.5
CSc1ncccc1C(=O)Nc1ncc(C)s1,-0.2,-4.5,2.7,i,0.7,0.1,0.9,0.3,-1.5,-2.0
O=C(N/N=C/c1cccc(O)c1)c1ccc(COc2ccc3c(c2)CCC3)o1,0.8,-7.5,5.1,i,1.1,0.5,7.8,-17.7,-0.7,9.1
COC(=O)CCC(=O)Nc1ccc(OC)cc1,-0.7,1.1,-5.0,i,0.0,-1.2,-1.8,1.3,-5.7,1.4
COc1cc2c(cc1Cl)/C(=C\CCN(C)C)c1ccccc1S2,-1.1,0.6,-1.9,i,1.5,-0.1,9.4,1.1,2.9,-6.6
O=C(CCC(=O)n1ncc2ccccc21)N1CCCCC1,-1.2,-6.5,6.2,i,-1.1,0.1,-8.8,-1.9,-1.5,-0.9
Cc1ccccc1NS(=O)(=O)c1cc2c3c(c1)CC(=O)N3CCC2,-0.5,-6.9,-1.6,i,-6.7,-0.4,10.5,1.5,0.9,0.0
[2H]c1c([2H])c([2H])c(C(=O)c2sc(N3CCCCCC3)nc2-c2ccccc2)c([2H])c1[2H],-0.2,3.9,-5.7,i,-5.5,-1.4,19.0,-2.2,4.5,6.3
